# Redox H2O2 prof = compounds producing H2O2 with reducing agent – biochemical, NIH compound library profiling, artefact control for MLSCN library redox annotation, primary screen. DTT-dependent redox cycling H2O2, phenol red/HRP absorbance; 100% = 100 µM peroxide control, 0% = buffer. activation, % at 10 µM. 200,000 compounds, 0.03% hits. AID 878;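 active means activation of at least 50% relative to the plate's high and low controls in the primary single-dose screen; inactive means activation below 50%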;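 further: compound incubated with DTT at 0.8 mM final as the reducing agent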
# STAT1 activator = increases IFN-gamma driven STAT1 reporter signal. NIH 3T3 STAT1-luciferase reporter, luminescence; 100% = IFN-gamma alone, no compound. AID 932. activation (% of control), % at 5.5 µM. 200,000 compounds, 2.6% hits;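 active means activation above the screen-wide mean activation plus 3 SD, cut at about 130% in these data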;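 further: raw ratio to IFN-gamma control signal so 100% means no change and 0% no light; values of inactives mirror those of a sister screen read the other way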
# Hsp70 act = transcriptional activators of Hsp70; HeLa Hsp70 promoter luciferase reporter, luminescence; scaled: vehicle 0, proteasome-inhibitor control 100%; 200,000 compounds, 0.04% hits; AID 1203; activation, % at 10 µM;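 active means activation above the mean across all tested compounds plus 3 SD, cutoff set per campaign, cut at about 5.5% in these data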;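 further: 100% = MG132 at 30 µM as the positive control and 0% = DMSO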
# TLR4 MyD88 comp = blocks binding of human TLR4 to MyD88 | inhibition, % at 8.4 µM | HeLa CL3-4 TLR4/MyD88 BLA complementation, FRET ratio | AID 861 | 200,000 compounds, 0.18% hits; in the data active means inhibition above about 25%;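 further: 0% = vehicle and 100% = reference inhibitor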
# Target sequence (O00206 whole entry, looked up): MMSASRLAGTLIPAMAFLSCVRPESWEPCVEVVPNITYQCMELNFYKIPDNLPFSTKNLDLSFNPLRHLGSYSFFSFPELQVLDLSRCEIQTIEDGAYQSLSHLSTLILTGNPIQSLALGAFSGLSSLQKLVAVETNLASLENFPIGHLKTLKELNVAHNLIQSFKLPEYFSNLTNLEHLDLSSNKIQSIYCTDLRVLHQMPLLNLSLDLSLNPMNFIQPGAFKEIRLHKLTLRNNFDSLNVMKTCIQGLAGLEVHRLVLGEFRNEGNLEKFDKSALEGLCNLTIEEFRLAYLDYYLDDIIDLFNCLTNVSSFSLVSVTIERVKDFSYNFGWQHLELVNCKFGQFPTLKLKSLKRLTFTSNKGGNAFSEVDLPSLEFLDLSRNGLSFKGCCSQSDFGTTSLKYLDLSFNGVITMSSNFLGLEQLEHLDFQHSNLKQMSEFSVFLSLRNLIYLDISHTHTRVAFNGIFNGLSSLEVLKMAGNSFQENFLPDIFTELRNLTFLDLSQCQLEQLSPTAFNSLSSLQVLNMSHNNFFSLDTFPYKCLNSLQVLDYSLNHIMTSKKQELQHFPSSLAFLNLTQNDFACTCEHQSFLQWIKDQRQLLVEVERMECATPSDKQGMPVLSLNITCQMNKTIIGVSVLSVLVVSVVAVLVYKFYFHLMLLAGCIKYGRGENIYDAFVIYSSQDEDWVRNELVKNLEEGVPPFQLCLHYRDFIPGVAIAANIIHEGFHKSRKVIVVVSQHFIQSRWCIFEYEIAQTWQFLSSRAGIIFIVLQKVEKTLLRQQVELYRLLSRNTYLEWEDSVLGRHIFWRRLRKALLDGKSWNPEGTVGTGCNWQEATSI
# Target sequence (Q99836 whole entry, looked up): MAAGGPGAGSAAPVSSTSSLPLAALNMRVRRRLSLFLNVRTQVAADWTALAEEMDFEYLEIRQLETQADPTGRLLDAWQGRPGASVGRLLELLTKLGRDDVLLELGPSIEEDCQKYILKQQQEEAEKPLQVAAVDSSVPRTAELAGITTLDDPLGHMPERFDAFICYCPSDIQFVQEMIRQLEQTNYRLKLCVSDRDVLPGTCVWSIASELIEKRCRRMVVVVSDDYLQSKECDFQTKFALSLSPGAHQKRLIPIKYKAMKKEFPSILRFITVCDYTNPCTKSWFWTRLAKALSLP
# STAT3 activator = activators of IL-6 induced STAT3 signaling; U3A cells, IL-6 STAT3-luciferase reporter, luminescence; 100% = signal with IL-6 EC80 alone; activation (% of control), % at 5.6 µM; 190,000 compounds, 0.91% hits;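 active means activation above the screen-wide mean of compound activation plus 3 SD, cut at about 130% in these data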;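 further: 0% = background luminescence of wells with medium and substrate only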
#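 Assay system – human STAT1-deficient U3A cells with stable STAT3-luciferase reporter · Also added – IL-6 (33 ng/mL) · Schedule – compound 1 h, then IL-6 6 h at 37 °C · Technique – reporter luminescence signal · Evaluation – % activation versus median of IL-6-stimulated wells · Benchmarks – IL-6-only wells as 100% reference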
# STAT3 blocker = STAT3 signaling inhibition. U3A cells, IL-6 STAT3-luciferase reporter, luminescence; host cell line lacks STAT1. inhibition, % at 5.5 µM. 190,000 compounds, 0.89% hits. AID 862;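 active means inhibition above the mean inhibition across all screened compounds plus 3 SD, cut at about 44% in these data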;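 further: 0% = DMSO only wells and 100% = 100 µM nifuroxazide control wells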
# STAT1 blocker = STAT1 signaling inhibition; 200,000 compounds, 0.35% hits; NIH 3T3 STAT1-luciferase reporter, IFN-gamma, luminescence; inhibition, % at 5.5 µM; AID 920;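 active means inhibition above a set limit, the mean inhibition across all tested compounds plus 3 SD, cut at about 34% in these data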;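 further: 0% = IFN-gamma with DMSO and 100% = IFN-gamma with 300 µM nifuroxazide; values of inactives mirror those of a sister screen read the other way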
# APP 5'UTR act = activates APP 5'UTR luciferase reporter; SH-SY5Y APP 5'UTR luciferase reporter, luminescence; zero percent = DMSO vehicle wells; activation, % at 2 µM; 190,000 compounds, 1% hits;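 active means activation above a set limit, based on mean plus 3 SD of controls, cut at about 140% in these data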; further: values of inactives mirror those of a sister screen read the other way
# Efa HMGR inh = E. faecalis class II HMG-CoA reductase inhibition; purified E. faecalis HMGR, NADPH absorbance 340 nm kinetic; inhibition, % at 10 µM; 190,000 compounds, 0.41% hits; AID 1066;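 active means inhibition above a set limit, the median over all tested compounds plus 3 SD, cut at about 9.5% in these data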;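 further: enzyme runs in reverse so mevalonate oxidation gives rising NADPH absorbance; 0% = complete reaction with DMSO and 100% = background rate lacking mevalonate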
# NF-kB neuron act = compounds increasing NF-kB expression in human neuronal cells; NF-kB reporter expression; stronger effect = higher value; fold change at 12.5 µM; 190,000 compounds, 1.6% hits; in the data active means fold change above about 3.3
# * hit, by the source's call; nt = not tested or not shown. The order is random (roughly 5.6% active in at least one column).
SMILES,Redox H2O2 prof,STAT1 activator,Hsp70 act,TLR4 MyD88 comp,STAT3 activator,STAT3 blocker,STAT1 blocker,APP 5'UTR act,Efa HMGR inh,NF-kB neuron act
CSc1ccc(S(=O)(=O)NCc2ccc(Cl)cc2Cl)cc1,0.2,101,-0.2,7,101,5,-1,-2,-1,0.93
O=c1cc(CO)occ1OCc1c(F)cccc1Cl,-1.1,104,0.0,-1,99,3,-5,-8,0,1.2
CCOC(=O)C1=CN(C)C=C(C(=O)OCC)C1c1ccsc1,-0.5,98,-0.3,-1,97,11,2,-5,-3,1
NS(=O)(=O)c1cc2c(cc1Cl)NC(C(Cl)Cl)NS2(=O)=O (configuration not stated),0.2,101,-0.2,15,96,7,-1,0,-4,1.2
CC(=O)c1c(C)[nH]c(C(=O)OCc2nnc(-c3ccccc3)o2)c1C,1.6,92,-0.1,5,87,20,9,-6,-2,0.69
COc1cc(OC)cc(-c2nnc(SCc3cccnc3)o2)c1,1.2,102,0.4,10,96,10,-3,7,0,1.3
O=C(CSc1nc2ccccc2o1)Nc1nc2ccc(Br)cc2s1,-1.3,103,-0.1,8,93,14,-4,4,-1,1
COc1cc(N2C(=O)CSC23C(=O)Nc2ccccc23)cc(OC)c1OC (configuration not stated),0.8,108,-0.2,7,88,21,-9,7,-1,0.98
Cc1cccc(C)c1NC(=O)CNCC(=O)N(C)C,-0.1,98,-0.2,-3,102,0,2,17,2,1.2
C/C(=N\O)C(C)Oc1ccc(Cl)cc1 (configuration not stated),-0.7,95,-0.1,10,98,10,5,-22,3,1.1
N=c1c2c(n(Cc3ccc(Br)cc3)c3c1CCC3)CCCC2,-0.6,83,-0.4,1,48,63*,19,3,-5,0.86
COC(=O)CSc1nc2ccccc2n1CC(=O)N(C(C)C)C(C)C,-0.5,99,-0.3,6,102,2,-1,-5,-8,1.1
O=C(NCCC1=CCCCC1)c1ccc2c(=O)n3c(nc2c1)CCCCC3,-3.1,nt,nt,nt,nt,nt,nt,-12,-8,0.94
Fc1ccccc1/C=N/Nc1ncnc2nc[nH]c12,-0.1,137*,0.2,-3,89,12,-41,45,-2,1.8
O=C(NC1CC2CCCC(C1)N2S(=O)(=O)c1ccccc1)c1ccco1 (configuration not stated),2.0,92,0.1,-3,100,4,8,-1,-10,1.1
COc1ccccc1N1CC(O)=C(c2nc3ccccc3s2)C1=N,1.1,107,-0.2,13,103,0,-8,2,-1,0.59
CC(C)(C)C(=O)NC(NC(=S)Nc1sc2c(c1C#N)CCCC2)C(Cl)(Cl)Cl (configuration not stated),3.5,101,-0.5,-1,92,16,-1,14,nt,0.97
COCCNS(=O)(=O)c1ccc(F)c(OC)c1,1.6,97,-0.3,-9,100,2,4,-13,0,1.4
COc1ccc(NC(=O)C2CCCCN2CC(=O)OCc2ccccc2)cc1OC (configuration not stated),1.1,102,0.1,3,97,8,-3,7,-6,1.1
CCSc1nnc(NC(=O)c2ccc(C)cc2)s1,0.1,118,-0.1,-7,51,61*,-19,99,-4,5.3*
Cc1cc(NC(=O)CSc2nc3c(c(=O)n2-c2ccc(Br)cc2)SCC3)no1,38,92,-0.5,4,99,2,8,-9,-9,1.6
CCOc1ccc(NC(=O)CN2CCN(CC(=O)Nc3ccc(Cl)c(C(F)(F)F)c3)CC2)cc1,0.1,96,-0.2,-7,97,4,5,nt,-2,0.46
N#CC1=C(N)Oc2n[nH]c(-c3ccccn3)c2C1c1c(F)cccc1Cl (configuration not stated),0.0,99,-0.3,-4,121,-18,1,4,-2,0.91
CCOCCCNS(=O)(=O)c1ccc(OC)c(Cl)c1Cl,-0.2,99,-0.2,1,98,5,2,0,-3,1.6
O=C(Cc1ccccc1)NC(=S)Nc1ccc2oc(-c3ccccc3)nc2c1,0.7,108,0.1,-10,93,7,-9,68,-8,1.9

# Results in NF-kB neuron act (2 entries from above):
Molecule | NF-kB neuron act
COC(=O)CSc1nc2ccccc2n1CC(=O)N(C(C)C)C(C)C | 1.1
CCSc1nnc(NC(=O)c2ccc(C)cc2)s1 | 5.3*

# (cont.)
SMILES,Redox H2O2 prof,STAT1 activator,Hsp70 act,TLR4 MyD88 comp,STAT3 activator,STAT3 blocker,STAT1 blocker,APP 5'UTR act,Efa HMGR inh,NF-kB neuron act
O=C(N/C(=C/c1cccnc1)C(=O)N1CCOCC1)c1ccco1,0.0,109,-0.3,5,105,-2,-11,17,-1,1.1
C[N+]1(C2CCC3CCCC2C3O)CCCCC1 (configuration not stated),-0.6,95,0.1,-8,99,3,3,1,-6,0.98
CCc1nnc(NC(=O)c2ccc(S(=O)(=O)N(CC)CC)cc2)s1,-1.0,105,0.0,-12,93,17,-5,-7,-2,1.2
CCOC(=O)c1ccccc1NC(=S)N1CCC(N2CCCCC2)CC1,-0.3,98,0.0,-1,100,-2,5,0,0,1.1
CCc1cccc2c1NC(=O)C2(O)CC(=O)c1cccs1 (configuration not stated),0.3,95,0.6,-18,102,2,2,21,-3,1
N/C(=N\OC(=O)c1cc(Cl)ccc1Cl)c1cccnc1,0.0,125,0.3,2,163*,-81,-27,8,0,2
O=C(O)CCN1C(=O)c2ccc(NC(=O)Cc3ccc(Cl)cc3)cc2C1=O,-1.1,100,-0.2,-8,93,13,-2,14,-1,nt
CCC(CC)C(=O)Nc1ccc(C)c(O)c1,-3.6,104,-0.2,2,104,3,-4,2,-1,1
NCc1oc(-c2ccccc2)cc1C(=O)O,2.8,99,-0.1,-10,104,4,1,6,6,1.3
COCCNC(=O)CNC(c1ccccc1)c1ccccc1,0.9,103,-0.1,-19,101,5,-5,-4,-2,1.1
CCn1c(=O)cc(O)c2c(=O)n(C)c(=O)n(C)c21,-0.3,95,0.7,-20,99,1,5,7,-6,1.2
COc1ccc(C2c3c(oc4ccc(C)cc4c3=O)C(=O)N2c2cc(C)ccn2)cc1OC (configuration not stated),-0.4,104,0.0,-6,97,8,-4,-7,0,0.85
COc1cc(Nc2cc(C)nc3ncnn23)cc(OC)c1,-1.9,97,-0.2,-1,97,4,4,-4,-3,1.5
Cc1cccc(OCc2nc(-c3nonc3N)no2)c1C,-1.9,139*,0.1,10,103,3,-40,69,1,2.3
Cc1cc(C)cc(N(CC(=O)Nc2c(C)n(C)n(-c3ccccc3)c2=O)S(C)(=O)=O)c1,-0.4,102,0.4,-3,108,-8,-2,-6,-3,1.4
Cc1c(Cl)cccc1NC(=O)CNc1ccccc1F,0.1,96,-0.5,-3,95,5,4,-14,-2,1.4
CCOc1ccc2nc(SCc3ccc(C(=O)OC)o3)[nH]c2c1,-1.2,110,-0.1,7,103,4,-11,9,-4,1.3
COc1ccc(/C=C/C(=O)Oc2ccc(/C=N\NC(=O)c3ccc(F)cc3)cc2)cc1,0.4,100,-0.4,6,100,-1,0,11,-6,1.4
CC(C)c1ccccc1NC(=O)COC(=O)CNC(=O)c1ccc(Br)cc1,-0.4,111,-0.3,13,98,0,-11,-11,-3,1
CCN(CC)S(=O)(=O)c1ccc(NC(=O)COC(=O)c2cnc(C)cn2)cc1,-2.8,92,-0.4,-9,86,23,7,-13,-5,1.2
COc1ccc(C(CCNC(C)c2ccccc2)c2ccc(F)cc2)cc1 (configuration not stated),0.1,96,-0.3,3,100,0,5,-22,0,1.1
NC(=O)c1ccccc1NS(=O)(=O)c1ccc(F)cc1,-0.5,103,-0.2,3,95,8,-5,13,0,0.98
Cc1cc(C)nc(NC(=S)Nc2ccc(F)cc2F)c1,-0.1,118,-0.2,-14,92,18,-20,18,2,1.2
COc1ccc(C2C(C(=O)N3CCN(C)CC3)c3cc(OC)c(OC)cc3C(=O)N2C)cc1 (configuration not stated),-1.0,100,-0.4,13,102,2,-1,11,-3,0.91
CCc1cc2c(N3CCN(C(=O)c4ccco4)CC3)ncnc2s1,-0.2,82,-0.3,1,82,25,18,-7,5,0.88
# Later entries
SMILES,Redox H2O2 prof,STAT1 activator,Hsp70 act,TLR4 MyD88 comp,STAT3 activator,STAT3 blocker,STAT1 blocker,APP 5'UTR act,Efa HMGR inh,NF-kB neuron act
Cc1ccc(-n2c(SCC(=O)Nc3cccc(S(N)(=O)=O)c3)nc3ccccc32)cc1,0.1,83,-0.3,-19,98,2,19,4,-6,0.77
CCCCNC(=O)CCC(=O)NNc1nc2ccccc2c2nc(-c3ccccc3)nn12,-0.5,88,-0.4,3,103,-2,12,-33,-1,0.5
CCOC(=O)C1=C(N)Oc2ccc3ccccc3c2C1c1cccnc1 (configuration not stated),1.5,93,-0.3,-6,88,16,12,4,0,1.2
Cc1cc(C)c(NC(=O)/C=C\C(=O)O)c(Cl)c1,-0.3,97,-0.4,-4,92,12,4,-8,-1,0.89
O=C(NC1CCCC1)C(c1ccco1)N(Cc1ccccc1)C(=O)c1csnn1 (configuration not stated),0.8,96,0.1,-7,95,9,4,8,-5,1
Cc1ccc2cc(-c3noc(C4CCCO4)n3)c(=O)[nH]c2c1 (configuration not stated),-0.8,108,-0.4,19,101,4,-9,6,-3,1.4
O=S(=O)(Nc1nc2ccccc2nc1Nc1ccc(N2CCOCC2)cc1)c1cc(Cl)ccc1Cl,-0.4,112,-0.3,3,95,6,-13,11,-6,0.48
Cc1ccc(S(=O)(=O)N(CC(=O)NC2CCCCCC2)c2ccccc2F)cc1,0.1,98,0.5,-4,97,5,2,-8,-4,1
Cc1cccc(Cn2nc(-n3cccc3)c3c(C)cc(C)nc32)c1,-0.8,97,-0.4,1,99,2,3,-23,-11,1.1
CC1(C)OC(c2ccccc2)=C/C(=C/C=N/NC(=O)c2ccncc2)O1,-0.4,99,-0.2,-2,100,5,1,-3,-2,0.86
Cc1ccc(OCC(=O)Nc2cccc(S(=O)(=O)N3CCCCC3)c2)c([N+](=O)[O-])n1,-0.1,87,-0.4,-2,78,25,14,-3,-7,0.78
CCC(=O)NC(=S)Nc1ccc(NC(=S)NC(=O)c2ccccc2)cc1,-0.5,22,-0.4,8,91,16,83*,0,6,0.93
O=C(Cc1ccccc1)Nc1ccc(N2CCN(Cc3ccccc3F)CC2)cc1,0.0,94,-0.3,-4,97,3,2,-8,-5,0.98
Cc1ccc2nc(N3CCC(C(=O)O)CC3)nc(-c3ccccc3)c2c1,2.6,104,-0.4,20,106,-4,-4,0,2,0.82
COc1cc(OC)cc(C(=O)N2CCN(C(=O)c3cccc(F)c3)CC2)c1,2.9,101,-0.3,6,103,1,-1,-16,1,0.92
COC(=O)CN(c1ccc(OC)c(OC)c1)S(C)(=O)=O,-0.5,98,-0.3,17,100,3,1,nt,-2,1
CCN(CC)CCNC(=O)CNC(=S)N(CCCN1CCOCC1)Cc1cccs1,-2.4,98,0.0,-8,95,13,0,13,2,1.2
Cc1ccc(-c2noc(CN(C(=O)CCN3C(=O)c4ccccc4C3=O)C(C)C)n2)cc1,0.2,95,0.0,17,96,8,5,11,-3,0.93
COc1ccc(OC)c(C(=O)c2ccc(C(=O)Nc3cccc4ccccc34)cc2)c1,-0.4,99,-0.5,-8,92,12,1,-9,-4,1.4
Cc1cccc(NC(=O)CN2C(=O)N/C(=C\c3cccn3-c3cccc(C(=O)O)c3)C2=O)c1,-0.9,99,0.2,-1,102,-1,0,-1,-3,1.1

# Screening data as filed in PubChem.
